LEDGF integ inh: blockers of LEDGF/p75-dependent integrase strand transfer – biochemical, TR-FRET, high throughput, primary screen | actives 0.64% (n = 370,000) | inhibition, % at 3.7 µM | TR-FRET IN-LEDGF/p75 DNA integration, Eu/Cy5;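 active means inhibition above the screen-wide mean plus 3 SD, cut at about 13% in these data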;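 further: signal is the Cy5 over europium emission ratio at 671 and 618 nm; 0% = plate median of compound wells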
Rev-erbA mod: modulators of Rev-erb alpha DNA binding, primary screen, biochemical, FITC-DNA, fluorescence polarization, uHTS | Rev-erbα–FITC-DNA binding, 90 min | activity, % at 10 µM | actives 0.79% (n = 370,000) | AID 1259318, 2017;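 active means activity above about 14%, limit read from the data; passing the limit was not always enough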;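 further: 0% = DMSO wells with 35 nM protein and 100% = DMSO wells with 750 nM protein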
TCR-CD3 inh: inhibitors of human TCR-CD3 interaction, primary screen, biochemical, fluorescence, TAMRA-labeled TCR probe | inhibition, % at 9.4 µM | AID 651800, 2012 | actives 0.37% (n = 360,000); in the data active means inhibition above about 19%;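 further: recombinant mutant TCR 2C K166C tagged with TAMRA read by polarization; 0% = receptor in buffer alone and 100% = receptor with positive control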
PRMT1 FP inh: PRMT1 methyltransferase inhibitors, primary screen, biochemical, fluorescence polarization | actives 1.3% (n = 370,000) | AID 652257, 2013 | inhibition, % at 2.79 µM | recombinant PRMT1, activity-based probe fluorescence polarization;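 active means inhibition above about 21% made by adding two undisclosed values, limit read from the data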
PG9 Ab binder: binders of HIV-1 gp120 antibody PG9, primary screen, biochemical, TR-FRET. HIV-1 gp120 / PG9 antibody interaction. TR-FRET gp120-PG9 antibody binding. inhibition, % at 6.7 µM. actives 0.43% (n = 360,000). AID 624416, 2012; in the data active means inhibition above about 8.5%
HTRA1 inhibitor: HTRA1 serine protease inhibitors, primary screen, biochemical, fluorescence polarization, HTS. recombinant HTRA1, FP-rhodamine activity-based probe. inhibition, % at 5.96 µM. actives 0.5% (n = 340,000). AID 504803, 2011; in the data active means inhibition above about 36%;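 further: 0% = enzyme with DMSO and 100% = wells lacking enzyme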
UHRF1 MBD2 ctr: UHRF1 methylated DNA binding inhibitors, primary screen, counter-screen for MBD2 inhibitor project, biochemical, TR-FRET, human UHRF1, single concentration; actives 0.75% (n = 370,000); inhibition, % at 4.4 µM; E3 ubiquitin-protein ligase UHRF1 (Homo sapiens), Q96T88; UHRF1 binding to methylated oligo; in the data active means inhibition above about 21%;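 further: UHRF1 SRA domain binding a hemimethylated CpG hairpin DNA probe; 0% = median of test compound wells and 100% = reference inhibitor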
Target sequence (Q96T88 whole entry, looked up, the tested form may be a part): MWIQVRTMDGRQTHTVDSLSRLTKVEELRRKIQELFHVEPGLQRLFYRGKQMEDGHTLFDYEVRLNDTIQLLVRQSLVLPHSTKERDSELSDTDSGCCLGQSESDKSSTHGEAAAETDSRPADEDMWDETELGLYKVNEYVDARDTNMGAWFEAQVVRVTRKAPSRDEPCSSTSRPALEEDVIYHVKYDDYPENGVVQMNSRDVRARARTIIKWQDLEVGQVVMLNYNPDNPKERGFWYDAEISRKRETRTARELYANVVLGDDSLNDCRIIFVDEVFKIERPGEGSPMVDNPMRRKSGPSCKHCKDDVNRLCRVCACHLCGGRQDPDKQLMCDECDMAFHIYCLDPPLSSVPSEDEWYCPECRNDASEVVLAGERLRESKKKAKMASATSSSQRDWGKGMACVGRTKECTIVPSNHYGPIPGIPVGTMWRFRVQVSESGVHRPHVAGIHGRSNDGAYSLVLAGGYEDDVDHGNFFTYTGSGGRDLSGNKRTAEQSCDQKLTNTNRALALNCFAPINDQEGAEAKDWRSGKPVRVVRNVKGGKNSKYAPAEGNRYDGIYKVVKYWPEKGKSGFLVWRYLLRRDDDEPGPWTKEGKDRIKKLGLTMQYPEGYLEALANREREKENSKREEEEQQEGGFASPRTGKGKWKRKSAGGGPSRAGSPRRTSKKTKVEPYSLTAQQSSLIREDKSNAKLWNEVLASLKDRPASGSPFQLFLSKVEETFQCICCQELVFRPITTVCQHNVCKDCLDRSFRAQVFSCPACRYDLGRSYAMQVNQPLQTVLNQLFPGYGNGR
rCAG RNA binder: binders of r(CAG) RNA repeats, primary screen, biochemical, fluorescence; r(CAG) RNA repeat, TO-PRO-1 dye displacement fluorescence; inhibition, % at 3 µM; actives 1.3% (n = 370,000); AID 651821, 2012;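 active means inhibition above the plate cutoff, the mean of all test compounds on that plate plus 3 SD, cut at about 35% in these data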;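 further: 0% = DMSO alone and 100% = 100 µM mitoxantrone as full dye displacement; higher means more dye released from RNA so lower well fluorescence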
MBD2 DNA inh: inhibitors of MBD2 binding to methylated DNA, primary screen, biochemical, TR-FRET, DNA-binding domain, human; actives 0.31% (n = 370,000); AID 686964, 2013; inhibition, % at 4.4 µM; MBD2 binding to methylated oligonucleotide; in the data active means inhibition above about 13%
ABHD4 inh: ABHD4 inhibitors, primary screen, biochemical, fluorescence polarization, mouse | actives 0.54% (n = 370,000) | (Lyso)-N-acylphosphatidylethanolamine lipase (Mus musculus), Q8VD66 | inhibition, % at 8.92 µM | purified mABHD4, FP-Rh probe fluorescence polarization;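 active means inhibition exceeding the mean over every tested compound plus 3 SD, cut at about 30% in these data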;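 further: 0% = plate median of compound wells and 100% = S159A mutant with DMSO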
Target sequence (Q8VD66 whole entry, looked up): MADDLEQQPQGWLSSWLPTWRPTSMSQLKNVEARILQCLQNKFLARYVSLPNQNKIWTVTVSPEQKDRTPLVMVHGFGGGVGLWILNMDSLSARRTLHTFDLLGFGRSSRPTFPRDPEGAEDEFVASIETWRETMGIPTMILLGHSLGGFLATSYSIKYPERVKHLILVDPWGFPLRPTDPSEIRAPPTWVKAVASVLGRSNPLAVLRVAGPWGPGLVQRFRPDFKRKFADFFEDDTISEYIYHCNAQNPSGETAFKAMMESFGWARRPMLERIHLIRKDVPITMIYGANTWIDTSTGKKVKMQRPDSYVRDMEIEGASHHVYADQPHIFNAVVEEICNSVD
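Test system: mABHD4 protein; Read-out basis: % inhibition; Incubation: 45 min + 60 min at 25 °C; Repeats: single replicate; Technique: fluorescence polarization with parallel and perpendicular emission, 525/598 nm; Compound: 8.92 µM, single dose; Benchmarks: full inhibition S159A mutant plus DMSO, zero as sample-well median.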
* = called active by the depositor; . = not tested or not shown. A portion of the library; the hit share may differ from the screen's.

SMILES	LEDGF integ inh	Rev-erbA mod	TCR-CD3 inh	PRMT1 FP inh	PG9 Ab binder	HTRA1 inhibitor	UHRF1 MBD2 ctr	rCAG RNA binder	MBD2 DNA inh	ABHD4 inh
CCC(CC)NC(=O)COC(=O)c1cc(Br)ccc1Cl	-1	3	0	0	-0.2	-11	-2	-6	4	3
COC(=O)CC1C(=O)NCCN1C(=S)Nc1ccccc1 (configuration not stated)	-2	-4	-5	-2	0.0	-4	0	0	2	1
COCCCN(C(=O)c1cc(-c2ccco2)nc2ccccc12)c1c(N)n(Cc2ccccc2)c(=O)[nH]c1=O	36*	-24	18	47*	0.4	3	23*	20	12	-8
CCOc1ccc(CN(C)CC(=O)Nc2ccc([N+](=O)[O-])cc2Cl)cc1	1	0	-1	-1	-0.3	-3	-3	-1	2	9
O=C(NC(=S)NCc1cccnc1)c1ccc([N+](=O)[O-])cc1	0	-3	5	1	-1.1	1	0	2	-1	0
COc1ccc(N(C(=O)c2snc(C(N)=O)c2N)C(C(=O)NC2CCCC2)c2cc(OC)ccc2OC)c(OC)c1 (configuration not stated)	2	15	3	1	-0.6	6	-1	-1	-1	2
COc1ccc(OC)c(NC(=O)CCn2c(=S)[nH]c3ccccc3c2=O)c1	3	6	-7	-1	2.3	1	1	2	-1	2
CCc1ccc(NC(=O)Nc2cnccn2)cc1	3	-1	8	-2	-1.8	-4	0	-1	-2	-1
Cc1nnc(N/N=C/c2ccc(-c3ccccc3F)o2)n1N	44*	-1	-7	3	-9.3	-1	3	1	0	6
CC1CCCC(C)N1C(=O)c1ccccc1 (configuration not stated)	-1	3	-3	8	-0.1	.	4	0	7	-10
COc1cccc(NC(=O)C2C3C=CC4(O3)C2C(=O)N(CCCN2CCCC(C)C2)C4C(=O)NC2CCCCC2C)c1 (configuration not stated)	2	0	1	-1	-2.6	2	6	-6	0	1
CC(=O)N1CCN(C(=S)Nc2ccc(Oc3ccccc3)cc2)CC1	-6	-2	2	3	-1.3	0	2	2	3	-10
COc1cc(/C=C/C(=O)OCC(=O)Nc2cc(S(=O)(=O)N(C)C)ccc2Cl)ccc1O	3	-9	-6	-4	-2.3	0	3	12	2	2
O=S(=O)(Nc1cccnc1)c1cccnc1	2	5	-6	7	0.3	-6	7	0	9	-1
CCN(CC)CCCn1c(C)cc2c(c1=O)C(c1cccc(Cl)c1)C(C#N)=C(N)O2 (configuration not stated)	2	12	-6	0	0.9	0	4	-1	-7	0
COc1ccc(C)cc1NC(=O)CN1CCN(c2ccc(F)cc2)CC1	0	0	5	-1	-0.7	2	0	2	-3	-2
O=C(OCCN1CCN(C2CN(Cc3cn(Cc4ccccc4C(F)(F)F)nn3)S(=O)(=O)C2)CC1)c1cc2ccccc2o1 (configuration not stated)	-2	10	.	-1	.	.	7	6	4	1
O=C(O)c1cc(/C=C/C(=O)c2cc(F)ccc2O)c2c(c1)COCO2	3	-5	0	0	-2.5	6	5	8	4	-5
CCC(=O)OCCNc1cc(SCCC(=O)OC)c2nonc2c1[N+](=O)[O-]	1	-2	2	11	1.0	7	-9	4	-11	3
CCOC(=O)c1ccc(NC(=O)CC2SC3=NCCN3C2=O)cc1 (configuration not stated)	-1	-3	11	-4	-0.7	-1	3	0	1	-4
O=C1NC[C@H](CCCCN2C[C@H](Cc3ccc(O)cc3)N(CCc3ccccc3)C(=O)C2=O)N(CC2CCCCC2)C1=O	0	-3	6	-2	0.4	.	0	4	2	4
CCOC(=O)c1c(C)[nH]c(C)c1S(=O)(=O)N1CCOCC1	2	-2	7	-3	-0.3	1	-1	-1	-1	-5
CCOc1cc(C(=S)N2CCOCC2)ccc1OC(=O)c1ccccc1	1	-12	-3	1	-2.7	-4	1	-7	-1	-9
O=C(CNC(=O)c1ccc(Br)o1)NCCc1ccc(F)cc1	-2	1	1	2	1.7	-4	4	2	-1	-1
Cc1c(CC(=O)NCC(=O)NCC(=O)N[C@@H](Cc2ccccc2)C(=O)O)c(=O)oc2c(C)c(O)ccc12	-1	-12	9	-5	-0.1	.	1	1	5	-1
Other structures follow.
SMILES	LEDGF integ inh	Rev-erbA mod	TCR-CD3 inh	PRMT1 FP inh	PG9 Ab binder	HTRA1 inhibitor	UHRF1 MBD2 ctr	rCAG RNA binder	MBD2 DNA inh	ABHD4 inh
CC(C)c1ccc(CC(=O)N2CCC2(C)C(=O)Nc2cnc3ccccc3c2)cc1 (configuration not stated)	-5	-7	-5	3	-1.0	.	-1	1	-3	-1
CCn1c(=O)cc(SCC(=O)N2CCN(Cc3ccc4c(c3)OCO4)CC2)c2ccccc21	-4	-1	4	0	-10	-7	1	2	3	2
CC(C)OCCCNC(=O)Cn1ncc2c(=O)oc3ccccc3c21	-1	9	9	-4	1.2	3	-1	1	-5	0
Cn1c(SCC(=O)NC2CC2)nnc1-c1cccs1	2	0	0	-1	0.1	7	2	0	-1	-5
C=CCN1C(=O)/C(=C2/Sc3ccc(OC)cc3N2C)SC1=Nc1ccccc1	4	-4	-14	11	3.2	-2	4	2	6	1
NS(=O)(=O)c1ccc(NCc2cnc3ccccc3c2)cc1	2	-2	3	-1	-2.4	-4	-3	3	-7	-4
CCN1CCN(Cc2ccc(NC(=O)CC3Oc4ccc(C)cc4NC3=O)cc2)CC1 (configuration not stated)	-2	-1	-3	4	-2.0	3	-1	-3	0	-2
COc1cc(/C=C/C(=O)c2ccccc2)cc(OC)c1OC	1	4	.	-2	.	.	1	.	-6	-8
Nc1nccc(/C=C/c2c(F)cccc2Cl)n1	1	-6	0	1	-2.0	2	0	-2	-2	0
O=C(Nc1cccc(Cl)c1)Nc1ccc2c(c1)C(=O)OC2	1	1	-2	-2	0.3	1	0	8	-3	-4
C[N+]1(CC(O)c2ccccc2)CCCCCC1 (configuration not stated)	-2	2	8	-1	0.1	2	8	-3	-2	0
Cc1nc(C(C)N(C)Cc2c(C(=O)N3CCCCC3)nc3c(C)cccn23)c(C)s1 (configuration not stated)	-4	-5	-4	2	-0.8	-5	4	-6	8	-4
COc1cc(NC(=O)CN2CC(c3ccccc3)CC2=O)cc(OC)c1 (configuration not stated)	-2	9	-7	5	-2.4	1	2	-5	3	-5
COc1ccccc1C(=O)C1CCCN(C(=O)c2ccccn2)C1 (configuration not stated)	-4	2	-6	4	-2.0	3	10	-6	0	5
CCCCC(=O)NNC(=S)NC(=O)c1ccc(C)cc1	-5	-3	-5	9	-1.1	-2	-1	5	-2	-1
CCOC(=O)NC(=S)c1ccc[nH]1	1	9	1	-1	-4.8	-2	23*	3	-3	3
CN(C)S(=O)(=O)c1cccc(NC(=O)CSc2ncnc3ccccc23)c1	0	4	9	18	0.5	5	-2	8	3	-3
CCOc1cc(NC(=O)CCl)c(OCC)cc1NC(=O)CCl	-1	-6	2	2	-1.8	7	-1	-5	-2	0
NC(=O)COC(=O)c1ccc2c(c1)C(=O)N(Cc1ccco1)C2=O	1	2	-13	-1	-0.1	0	0	5	-1	-8
Cc1onc(-c2ccccc2Cl)c1C(=O)Nc1ccccc1C(N)=O	0	2	-2	4	-0.6	1	2	-1	-1	4
Cc1ccc(Nc2nc3nonc3[nH]c2=O)cc1C	-3	-5	3	0	-1.3	-9	16	20	8	-5
O=C(Nc1ccc2nc(-c3ccccc3)[nH]c2c1)c1cccs1	0	-2	1	1	0.3	-37	-1	0	-3	3
Fc1cc(Cl)c(OCc2noc(-c3ccsc3)n2)c(Cl)c1	3	-5	-1	-5	-0.7	1	-3	-2	1	-3
Cc1nc2nc(-c3cccs3)cn2nc1C	-1	7	-4	13	5.3	4	-4	-4	-2	-6
O=C(NCCCn1ccnc1)c1ccc2c(c1)OCCO2	0	1	-5	1	2.1	-1	3	-4	4	6
Next part
SMILES	LEDGF integ inh	Rev-erbA mod	TCR-CD3 inh	PRMT1 FP inh	PG9 Ab binder	HTRA1 inhibitor	UHRF1 MBD2 ctr	rCAG RNA binder	MBD2 DNA inh	ABHD4 inh
COc1ccc(C(=O)NNC2=NC(C)(C)Cc3cc(C)c(C)cc32)cc1	0	6	0	-2	-0.8	0	0	-1	1	6
N#CCCN(C(=O)COC(=O)C1=NNC(=O)CC1)c1ccccc1	-1	3	-4	0	-1.7	-3	-2	0	0	-4
Cc1cc(C)cc(Cn2c3ccc(NC(=O)NCc4ccc(F)cc4)cc3c(=O)n2C)c1	0	-18	-5	0	2.3	.	1	3	-1	10
CCOC(=O)c1[nH]c2ccccc2c1NC(=O)CC	3	4	5	1	-0.1	-4	0	2	-1	2
CCOC(=O)C(C)Oc1ccc(=O)n(-c2ccccc2)n1 (configuration not stated)	2	4	0	1	-0.4	-3	2	6	0	-6
CCOC(=O)c1[nH]c(COC(=O)c2ccccc2NC(=O)c2ccco2)c(C(=O)OCC)c1C	1	5	-3	-1	-1.7	-14	1	3	-2	-1
Cc1c(C)n(CCc2c[nH]c3ccccc23)ccc1=O	5	6	6	-6	1.0	1	-3	1	-4	3
O=c1oc2cc(O)ccc2c2oc3cc(O)ccc3c12	-2	-2	4	5	-0.1	2	-14	4	5	15
O=C(COC(=O)c1ccc(O)cc1O)NC(=O)Cc1ccccc1	-2	-3	-7	1	0.2	1	7	3	7	1
COCCC(=O)N1CCC(Oc2ccc(C(=O)NCc3cccc(C)n3)cc2)CC1	-2	-4	-6	6	0.8	-2	0	-9	-7	-9
C[C@H]1CN([C@@H](C)CO)C(=O)CCCn2nncc2CO[C@H]1CN(C)C(=O)c1cc(-c2ccccc2)on1	-3	-7	3	2	0.1	2	-1	2	7	-9
O=C(NCC1CCCO1)c1ccc(S(=O)(=O)Nc2ccccc2F)cc1 (configuration not stated)	1	0	14	-1	1.8	4	-4	4	-9	-2
COc1cccc(CN(C)C(=O)c2ccc3c(=O)n4c(nc3c2)CCC4)c1OC	-3	0	-6	2	-2.9	1	0	-5	3	4
CSCCC(C(=O)N1CC2(C)CC1CC(C)(C)C2)N1C(=O)c2ccccc2C1=O (configuration not stated)	2	10	-2	4	0.5	-4	5	-6	-5	10
Cc1cccc(OCCCCNCc2ccccc2)c1	-6	-4	2	4	-1.2	1	4	7	-3	7
O=c1oc2ccccc2c(Nc2ccc(Cl)cc2)c1[N+](=O)[O-]	3	-4	0	-1	-0.3	-2	-1	9	-5	1

A different layout for part of the listing above.
CSCCC(C(=O)N1CC2(C)CC1CC(C)(C)C2)N1C(=O)c2ccccc2C1=O (configuration not stated)
- LEDGF integ inh: 2
- Rev-erbA mod: 10
- TCR-CD3 inh: -2
- PRMT1 FP inh: 4
- PG9 Ab binder: 0.5
- HTRA1 inhibitor: -4
- UHRF1 MBD2 ctr: 5
- rCAG RNA binder: -6
- MBD2 DNA inh: -5
- ABHD4 inh: 10
C[C@H]1CN([C@@H](C)CO)C(=O)CCCn2nncc2CO[C@H]1CN(C)C(=O)c1cc(-c2ccccc2)on1
- LEDGF integ inh: -3
- Rev-erbA mod: -7
- TCR-CD3 inh: 3
- PRMT1 FP inh: 2
- PG9 Ab binder: 0.1
- HTRA1 inhibitor: 2
- UHRF1 MBD2 ctr: -1
- rCAG RNA binder: 2
- MBD2 DNA inh: 7
- ABHD4 inh: -9

High-throughput results (PubChem BioAssay)
